Compound activity deposited in PubChem by The Scripps Research Institute Molecular Screening Center.
FBW7 activator – FBW7 E3 ligase activators, primary screen, biochemical, AlphaScreen, human. AlphaScreen FBW7–phospho-cyclin E peptide binding, activator screen. normalized activity (activation), % at 26.1 µM. F-box/WD repeat-containing protein 7 (Homo sapiens), Q969H0. AID 1259310, 2017. 650,000 tested, 0.13% active; in the data active = normalized activity above about 1.9%;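 note: purified mutant Fbw7 with reduced substrate affinity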
Target sequence (Q969H0 whole entry, looked up): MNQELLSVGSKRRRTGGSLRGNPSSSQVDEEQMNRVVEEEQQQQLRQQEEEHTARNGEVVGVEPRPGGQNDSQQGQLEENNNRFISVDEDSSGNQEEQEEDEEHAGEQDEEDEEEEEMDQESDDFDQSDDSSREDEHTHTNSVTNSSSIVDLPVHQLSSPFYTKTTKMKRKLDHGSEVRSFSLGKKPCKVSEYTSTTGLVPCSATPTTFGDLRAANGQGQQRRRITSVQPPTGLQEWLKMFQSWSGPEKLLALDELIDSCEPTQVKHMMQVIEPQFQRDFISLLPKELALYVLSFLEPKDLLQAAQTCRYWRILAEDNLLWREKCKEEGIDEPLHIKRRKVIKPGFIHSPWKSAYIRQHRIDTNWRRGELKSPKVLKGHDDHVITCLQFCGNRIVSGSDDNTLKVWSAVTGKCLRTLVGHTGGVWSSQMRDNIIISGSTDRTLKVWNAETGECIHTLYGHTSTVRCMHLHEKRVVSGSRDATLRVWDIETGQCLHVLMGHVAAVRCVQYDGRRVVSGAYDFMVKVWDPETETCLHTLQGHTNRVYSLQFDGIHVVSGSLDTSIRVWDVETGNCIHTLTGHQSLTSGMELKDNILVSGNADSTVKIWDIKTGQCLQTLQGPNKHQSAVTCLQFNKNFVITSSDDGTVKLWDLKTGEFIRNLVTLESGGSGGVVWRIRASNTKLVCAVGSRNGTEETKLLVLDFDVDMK
TEAD-YAP inh – TEAD-YAP interaction inhibition, primary screen, TEAD-YAP interaction inhibitor project, luminescence, HEK-TIYL cells | inhibition, % at 9.12 µM | AID 1259422, 2018 | TEAD-Gal4/YAP UAS-luciferase luminescence | 640,000 tested, 1.4% active; in the data active = inhibition above about 32%;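 note: 0% = median of test compound wells and 100% = reference inhibitor wells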
GPR151 activ – activators of human GPR151, primary screen, cell-based, PathHunter beta-arrestin, luminescence | 650,000 tested, 1% active | PathHunter beta-arrestin GPR151 cells | activation, % at 11.2 µM | G-protein coupled receptor 151 (Homo sapiens), Q8TDV0; in the data active = activation above about 4.9%;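 note: 0% = median of compound wells and 100% = cells with positive control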
MITF inh – MITF inhibitors, primary screen, biochemical, AlphaScreen, human; Microphthalmia-associated transcription factor (Homo sapiens), O75030; AlphaScreen MITF homodimerization, bead proximity signal; inhibition, % at 2.6 µM; 650,000 tested, 0.91% active; in the data active = inhibition above about 50%;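 note: 0% = vehicle wells with protein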
An asterisk follows results filed as active; . = not tested or not shown.

A first look, 2 compounds:
Structure | FBW7 activator | TEAD-YAP inh | GPR151 activ | MITF inh
O=C(c1ccco1)N1CCN(c2nccn3c(-c4cccc(O)c4)cnc23)CC1 | 0.0 | -4 | 1.0 | 13
Cn1nccc1Nc1cc(NCCc2ccc(O)cc2)ncn1 | 0.1 | 4 | 1.6 | 10

This part in full (from the top)
Structure | FBW7 activator | TEAD-YAP inh | GPR151 activ | MITF inh
O=C(c1ccco1)N1CCN(c2nccn3c(-c4cccc(O)c4)cnc23)CC1 | 0.0 | -4 | 1.0 | 13
Cn1nccc1Nc1cc(NCCc2ccc(O)cc2)ncn1 | 0.1 | 4 | 1.6 | 10
Cn1c(=O)[nH]c2c(nc(-c3ccccc3)n2C)c1=O | 0.1 | 15 | 1.2 | 5
COc1cccc(C(=O)Oc2coc(CSc3nc(C)cc(C)n3)cc2=O)c1OC | 0.0 | -12 | -2.1 | 0
CCn1ncc(NC(=S)Nc2ccccc2C(F)(F)F)c1C(N)=O | 0.0 | 0 | -1.2 | 9
COc1cccc(NC2=C(Cl)C(=O)N(c3cccc(C)c3)C2=O)c1 | -0.2 | -5 | -1.1 | 3
COc1ccc(C2/C(=C(/O)c3ccc(Cl)cc3)C(=O)C(=O)N2CCCN2CCOCC2)c(OC)c1 (stereo unspecified) | 0.2 | 5 | 0.1 | -2
CC(=O)Nc1cccc(-c2nn3c(C)nnc3s2)c1 | -0.1 | -3 | 0.6 | 8
Cc1cc(=O)nc2c3ccccc3n(CC(=O)NCCCN3CC(C)CC(C)C3)n12 (stereo unspecified) | -0.2 | 3 | -0.5 | -6
CCCCCCCCCCCCCCCCOC[C@H](COP(=O)(O)OCC[N+](C)(C)C)OC(=O)CCCCCCCC(=O)O | . | . | 3.1 | -13
Cc1ccc2c(c1)C1(OCCCO1)C(=O)N2 | 0.0 | -7 | -2.0 | -3
Cc1cc(S(=O)(=O)N2CCN(Cc3ccccc3)CC2)c(C)cc1Br | 0.1 | -9 | -0.9 | -12

Exported with values under each structure: part of the list above.
Under each structure – FBW7 activator, TEAD-YAP inh, GPR151 activ, MITF inh
- Cc1cc(=O)nc2c3ccccc3n(CC(=O)NCCCN3CC(C)CC(C)C3)n12 (stereo unspecified)
 : -0.2, 3, -0.5, -6
- CCCCCCCCCCCCCCCCOC[C@H](COP(=O)(O)OCC[N+](C)(C)C)OC(=O)CCCCCCCC(=O)O
 : ., ., 3.1, -13
- Cc1ccc2c(c1)C1(OCCCO1)C(=O)N2
 : 0.0, -7, -2.0, -3

(continued)
Structure | FBW7 activator | TEAD-YAP inh | GPR151 activ | MITF inh
CCOC(=O)Nc1ccc2c(COC(=O)C3=NNC(=O)CC3)cc(=O)oc2c1 | 0.2 | -14 | 0.4 | 0
O=C1CCC(=O)N1CNc1cccc(C(F)(F)F)c1 | -0.1 | 2 | 0.3 | 3
O=[N+]([O-])c1ccc(-c2nc(-c3ccncc3)no2)cc1 | 0.3 | -4 | 0.0 | 17
Clc1ccc2nc(N3CCc4ccccc43)c3nncn3c2c1 | 0.0 | -5 | -0.5 | -6
CC(C)(C)C1CCc2c(sc3nc(SCC(=O)c4ccccc4)nc(N)c23)C1 (stereo unspecified) | 0.2 | 0 | -1.1 | 8
Nc1c(C(=O)N2CCc3ccccc3C2)nnn1-c1cccc(C(F)(F)F)c1 | 0.0 | -4 | 0.4 | 7
COc1ccc(OC)c(C(=O)c2ccc(C(=O)Nc3ccccc3)cc2)c1 | 0.0 | 1 | 1.5 | -6
c1ccc(Nc2cc(N3CCC(N4CCOCC4)CC3)ncn2)cc1 | 0.0 | -2 | -0.3 | 10
CCOC(=O)c1c(C)[nH]c(C)c1C(=O)COC(=O)/C=C/c1ccccc1[N+](=O)[O-] | 0.0 | 2 | 0.0 | -1
Cc1cc(C)n(C(=O)COc2ccc(Br)cc2Cl)n1 | -0.1 | 1 | 1.8 | 14
COc1ccc(-c2cc(C(F)(F)F)n3ncc(C(=O)Nc4cccc(C)c4)c3n2)cc1OC | 0.3 | -5 | -1.1 | 18
COc1ccc(C2C(C#N)=C(N)Oc3cc(N)ccc32)cc1OC (stereo unspecified) | -0.1 | 1 | -0.8 | -14
O=[N+]([O-])c1ccccc1S(=O)(=O)NCCOc1ccccc1 | 0.5 | -4 | 0.2 | -4
O=C(N[C@H]1C[C@H]2C(=O)N[C@H](Cc3ccccc3)C(=O)N2C1)OCc1ccccc1 | -0.1 | -12 | 0.2 | -8
Cc1nc(N2CCN(C)CC2)c2c(C)c(C(=O)Nc3ccccn3)sc2n1 | 0.8 | 5 | 1.5 | 12
COC(=O)C(NC(=O)c1ccc(Cl)cc1)(Nc1ccc(C)cn1)C(F)(F)F (stereo unspecified) | 0.1 | -14 | -1.2 | 7
Cc1ccc(N=C(N)c2cc(I)cc([N+](=O)[O-])c2)cc1 | -0.1 | -10 | -0.8 | 21
Cc1ccc(CN2CCN3C(=O)[C@@H](Cc4ccccc4)NC(=O)[C@H]3C2)c(C)c1 | -0.6 | 2 | -0.5 | 14
CC1CCCc2sc3nc(NN)n(-c4ccccc4)c(=O)c3c21 (stereo unspecified) | 0.0 | -10 | 4.9 | -10
O=C(NCCc1ccccc1)c1nn2c(c1Cl)NC(c1ccc(Cl)cc1)CC2C(F)(F)F (stereo unspecified) | 0.0 | 8 | -0.8 | -1
CCc1ccc(OC)c(S(=O)(=O)N2CCOC(c3ccccc3)C2)c1 (stereo unspecified) | -0.1 | -1 | 1.0 | 10
CC(C)(C)c1cc(C(=O)C[n+]2ccc(C(=O)NCCCO)cc2)cc(C(C)(C)C)c1O | 0.0 | -2 | 1.3 | -4
COc1ccc(-c2nc3ccccc3c(=O)n2NCc2cccc(F)c2)cc1OC | -0.1 | 2 | 0.5 | 1
COc1nc(Nc2ccc(Oc3ccccc3)cc2)nc(-c2ccc(N3CCOCC3)nc2)n1 | 0.1 | -3 | 1.0 | 2
Cn1c2c(c(=O)[nH]c1=O)C(c1ccncc1)C1=C(CC(C)(C)CC1=O)N2 (stereo unspecified) | -0.3 | -1 | 2.7 | 4
C=CCNC(=O)c1ccc(-c2ccc([N+](=O)[O-])cc2C)o1 | 0.2 | 4 | 1.0 | 9
O=C(NCc1cccs1)C1CC1c1ccccc1 (stereo unspecified) | 0.0 | -5 | 2.0 | -6
O=C(NCc1ccco1)c1ccccc1Sc1ccc([N+](=O)[O-])cc1 | -0.1 | -1 | -0.7 | -4
NC(=O)c1ccc(NC(=S)NC(=O)c2ccc(Cl)cc2)cc1 | 0.1 | -12 | -0.1 | 8
COc1cc(NC(=O)c2oc3ccccc3c2C)ccc1NC(=O)c1ccco1 | -0.1 | -15 | 0.0 | 6
Cc1sc(NC(=O)C(C)Oc2ccc([N+](=O)[O-])cc2)c(C(N)=O)c1C (stereo unspecified) | 0.5 | 15 | -0.9 | 10
COc1cc(Br)c(OC)c(C(=O)O)c1OC | 0.2 | 1 | -0.3 | 13
Cc1ccc(CN2CCC(C(=O)NCC(C)C)CC2)cc1 | 0.2 | -4 | 2.8 | 37
O=C1c2cccc([N+](=O)[O-])c2C(=O)N1c1ccccc1O | 0.1 | -5 | -2.0 | 12
Cc1ccc(CNC(=O)CCN2C(=O)c3cccnc3C2=O)o1 | -0.1 | 13 | -0.1 | 26
O=C(c1nn2c(c1Cl)NC(c1ccc(Cl)cc1)CC2C(F)(F)F)N1CCN(c2ccc(F)cc2)CC1 (stereo unspecified) | -0.3 | 9 | 0.6 | -6
O=C(CN1C(=O)/C(=C\c2cccs2)SC1=S)Nc1ccccc1[N+](=O)[O-] | 0.1 | 11 | 3.1 | -9
O=C(c1ccc2nc(N3CCOCC3)sc2c1)N1CCN(C2CCCCC2)CC1 | 0.1 | 9 | -0.5 | -3
O=C(CN1C(=O)C2(OCCCO2)c2ccccc21)NCCc1ccccc1 | 0.0 | 5 | 2.1 | 5
CC(C)(C)OC(=O)N/N=C\C=C\c1ccco1 | 0.0 | -29 | 0.5 | 11
Cc1nn(C)cc1CN1CCN(C(=S)NCCc2ccccc2)CC1 | 0.1 | 6 | 0.5 | 18
N#Cc1ccccc1Cn1nc(-c2cccc3ncccc23)oc1=O | 0.1 | 53* | -0.2 | 14
COc1cn(CC(=O)NCCc2ccccc2)c(CSc2nc(C)cc(C)n2)cc1=O | -0.1 | 0 | 0.1 | 2
Oc1ccc(/C=N/n2c(-c3ccco3)n[nH]c2=S)c(O)c1 | 0.0 | 3 | -0.8 | 8
O=c1c2c3c(sc2nc(SCc2c(F)cccc2F)n1-c1ccccc1)CCCC3 | -0.1 | 0 | 1.9 | 9
CNC(=O)C1Cc2ccccc2N1C(=O)COc1cccc2c1OC(C)(C)C2 (stereo unspecified) | 0.6 | -3 | -1.0 | 15
COc1ccc2ccccc2c1/C=C(\C#N)C(=O)N1CCCC1 | 0.2 | -9 | 0.7 | 13
Cc1ccc(N2CCN(C(=O)c3ccc(Cl)cc3Cl)CC2)nn1 | -0.1 | 4 | 0.9 | 3
COc1ccc([N+](=O)[O-])cc1NC(=O)C(C)N(c1ccccc1)S(C)(=O)=O (stereo unspecified) | -0.3 | -1 | -0.9 | 5
CCOC(=O)c1ccc2c(c1)C(=O)N(C1CCCCC1)C2=O | -0.1 | 3 | 2.1 | 2
O=C(c1cccn2c(=O)c3ccccc3nc12)N1CCN(c2ccc([N+](=O)[O-])cc2)CC1 | 0.8 | 7 | -0.9 | 6
Cc1ncc(CO)c(CN)c1O | 0.0 | 7 | -0.4 | 9
CCOC(=O)C1C(=O)CC(C)(O)C(C(=O)OCC)C1c1ccc([N+](=O)[O-])cc1 (stereo unspecified) | 0.4 | 4 | -1.3 | 8
CC(C)(C)NCCCCOc1ccccc1Br | -0.4 | -11 | -1.3 | -20
CCN(CC)c1ccc(C(=O)Nc2ccccc2F)cc1 | -0.1 | -11 | -1.5 | 6
Cc1cc(C(=O)NNC(=O)CNC(=O)c2ccc3c(c2)OCO3)c(C)o1 | 0.1 | 1 | 1.6 | -8
CC1(C(=O)Nc2nnc(SCc3ccccc3)s2)Cc2ccccc2C(=O)O1 (stereo unspecified) | 0.3 | 0 | -0.4 | 12
COc1ccc(/C(C)=N/NC(=O)c2ccc(F)cc2)c(OC)c1 | 0.4 | -55 | -0.2 | 6
COc1cccc(C(=S)N2CCCC2)c1O | -0.1 | -3 | 0.4 | -4
COc1cccc(NC(=O)Nc2cc(-c3cn4ccccc4n3)ccc2C)c1 | 0.3 | 26 | -2.9 | 20

Other compounds
Structure | FBW7 activator | TEAD-YAP inh | GPR151 activ | MITF inh
Cc1cc(NC(=O)COC(=O)c2c(F)cccc2Cl)no1 | 0.1 | 8 | 0.9 | -8
CN(C)CCN(C(=O)c1cccs1)c1nc2ccc(F)cc2s1 | 0.0 | -41 | -1.0 | 18
CCOC(=O)C1=C(C)N=c2s/c(=C/c3cc(Br)ccc3OC)c(=O)n2C1c1ccc2c(c1)OCO2 (stereo unspecified) | -0.1 | -4 | -0.9 | -5
CCC(NC(=O)CCc1nnc(Cc2cc(OC)ccc2OC)o1)c1ccc(F)cc1 (stereo unspecified) | 0.3 | -10 | -2.7 | 17
C[C@@H](OCc1ccccc1)[C@@H]1NC(=O)[C@H]2CN(Cc3ccccc3)CCN2C1=O | -0.1 | 6 | 1.9 | -3
CCCCOc1ccc(-c2nc(-c3ccncc3)no2)cc1 | 0.0 | -69 | 0.0 | -3
C/C(Cc1nc2ccccc2[nH]1)=N/NC(=O)c1ccccc1 | -0.2 | -54 | 0.3 | -7
O=S(=O)(NC1CC2CCC1C2)c1ccccc1 (stereo unspecified) | -0.1 | 9 | 0.6 | 6
CC(=O)Nc1ccccc1NC(=O)CCCN1C(=O)CCC1=O | -0.2 | 7 | -2.3 | -2
CC(=O)C1=NN(c2ccccc2)C(c2c[nH]c3ccccc23)N1c1ccc(C)cc1 (stereo unspecified) | 0.1 | -26 | 0.8 | 11
S=C(N/N=C/c1ccccc1Br)Nc1cccnc1 | 0.5 | 6 | 1.3 | 3
C#CCN1C(=O)S/C(=C/c2cc(OC)c3c(c2)OCO3)C1=O | -0.1 | -14 | -0.5 | 11

Fetched by structure from above:
Structure | FBW7 activator | TEAD-YAP inh | GPR151 activ | MITF inh
COc1nc(Nc2ccc(Oc3ccccc3)cc2)nc(-c2ccc(N3CCOCC3)nc2)n1 | 0.1 | -3 | 1.0 | 2
Cc1ccc2c(c1)C1(OCCCO1)C(=O)N2 | 0.0 | -7 | -2.0 | -3

Continuation.
Structure | FBW7 activator | TEAD-YAP inh | GPR151 activ | MITF inh
O=C(Cc1ccccc1F)N1CCCC1c1nc2ccccc2[nH]1 (stereo unspecified) | -0.3 | 2 | 0.1 | -8
CCCCc1ccc(NC(=O)c2ccccc2N(C)S(C)(=O)=O)cc1 | -0.2 | 5 | 1.8 | -14
Cc1nn(CC(=O)O)c2c1C1C(C2)C1(C)C (stereo unspecified) | 0.1 | 3 | 0.0 | -22
COc1cc(C(c2c(C)[nH][nH]c2=O)c2c(C)[nH][nH]c2=O)cc(OC)c1OC | -0.2 | 2 | -1.0 | 17
CCC(=O)NS(=O)(=O)c1ccc(NC(=O)c2ccc(Cl)cc2)cc1 | 0.5 | -13 | -0.4 | 9
CCN(CC)S(=O)(=O)c1ccc(S(=O)(=O)N2CCOCC2)cc1 | 0.0 | 7 | 0.7 | 8
